Compound activity from PubChem BioAssay.
USP2a block: inhibitors of human ubiquitin-specific protease USP2a. O75604. USP2 core, Ub-CHOP2 coupled fluorogenic reporter, 485/531. Potency, µM (doses to about 38.3 µM), for the others: top-dose activity change, negative = inhibition, hits mostly inhibitors. 330,000 tested, 0.01% active. AID 463254;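 note: potency is the fitted concentration of half-maximal effect; plate controls were DMSO wells for no effect and full inhibition by NEM control for full effect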
Target sequence (O75604 whole entry, looked up): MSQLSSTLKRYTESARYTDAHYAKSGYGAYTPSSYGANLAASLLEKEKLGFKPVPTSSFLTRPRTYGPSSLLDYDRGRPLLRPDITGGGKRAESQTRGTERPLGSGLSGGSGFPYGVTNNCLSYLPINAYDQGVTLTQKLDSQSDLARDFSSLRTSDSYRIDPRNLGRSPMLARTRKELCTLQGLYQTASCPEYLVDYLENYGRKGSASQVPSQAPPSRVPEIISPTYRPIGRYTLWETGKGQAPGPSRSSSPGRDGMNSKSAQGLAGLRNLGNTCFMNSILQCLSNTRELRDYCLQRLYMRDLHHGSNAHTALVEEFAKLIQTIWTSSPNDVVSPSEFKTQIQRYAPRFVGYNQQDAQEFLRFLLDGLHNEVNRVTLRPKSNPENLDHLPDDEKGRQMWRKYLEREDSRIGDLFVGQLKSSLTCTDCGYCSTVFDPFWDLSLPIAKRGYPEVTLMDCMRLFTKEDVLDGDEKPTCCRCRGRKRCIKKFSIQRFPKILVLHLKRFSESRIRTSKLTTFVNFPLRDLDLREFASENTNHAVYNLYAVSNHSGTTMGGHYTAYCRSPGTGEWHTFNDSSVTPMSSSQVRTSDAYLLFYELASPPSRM
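Cell-free coupled assay: 10nM USP2 core preincubated 30min RT with compound in Tris-HCl pH 8.0/CaCl2/CHAPS buffer, then 25nM Ub-CHOP2 and 25nM reporter substrate; fluorescence (Ex 485/Em 531) read after 60min RT, normalized to NEM inhibition, concentration-response curves fitted.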
Menin-MLL TR inh: inhibitors of human menin-MLL interaction, mutant MLL peptide; Menin + Texas Red MLL mutant peptide, fluorescence polarization; 270,000 tested, 0.23% active; Potency, µM (doses to about 61.6 µM), inactives show at the highest dose FP activity change, negative = inhibition, hits mostly inhibitors; O00255; AID 1768; active = well fitted inhibition curve with a large enough effect in the polarisation, with a control signal flat, not every such curve was filed as active; inconclusive = small, poorly fitted or top-dose-only effect, or effect the other way, or a change in a side signal; inactive = no such curve, though single readings can be large or run the other way; the % refers to the polarisation; note: potency is the fitted concentration of half-maximal effect; % of control where 0% means no effect; many of its hits are not listed in these tables
Giardia killer: Giardia lamblia killing; AID 540267; Giardia lamblia trophozoite viability; 340,000 tested, 0.15% active; activity change, % at 7.66 µM, hits read low; in the data active = activity change below about -80%; inconclusive = between about -30% and that limit;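 note: parasites exposed to compound for two days anaerobically before the ATP read; % is set by controls: 0 for no effect and ±100 for the full control effect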
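Luminescence from cellular ATP indicates surviving trophozoites (100 cells/well) following 48 hrs anaerobic compound treatment at 37 deg C; signal develops 15-30 min at room temperature.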
KCNH2 3.1 inh: blocks the human KCNH2 3.1 channel isoform | U2OS KCNH2 3.1, thallium flux FluxOr; active compounds read low | activity change, % (tested at about 1.8 µM) | 340,000 tested, 0.95% active;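 active = maximum activity change below -70%; inconclusive = maximum activity change from -70% to -50%; inactive = maximum activity change above -50%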;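 note: thallium influx rate constant from kinetic fluorescence after stimulation buffer; % is set by controls: 0 for no effect and ±100 for the full control effect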
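Measured as rate of thallium-driven FluxOr signal in transduced U2OS cells carrying the 3.1 channel, read kinetically for 2 min upon stimulation; values are rate constants scaled to DMSO control wells.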
PKM2 activator: PKM2 (human) enzyme activation | 260,000 tested, 0.34% active | purified PKM2, Kinase-Glo ATP luminescence, activation; response scale: 0% is enzyme alone, no compound | Potency, µM (highest dose often 57.5 µM), inactives show at the top dose activation, hits mostly activators | AID 1631; note: potency is the fitted concentration of half-maximal effect; % is set by controls: 0 for no effect and ±100 for the full control effect; nearly all actives have a fitted effect of over 55% in size
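ATP formation by purified human PK-M2, quantified via coupled luciferase luminescence after 1 h at room temperature with 0.1 mM ADP and 0.5 mM PEP final.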
hERG WT inh: inhibitors of human wildtype KCNH2 potassium channel. Q12809. U2OS, BacMam KCNH2, thallium flux FluxOr; active compounds read low. activity change, % at 1.84 µM. 340,000 tested, 0.37% active;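 active = maximum activity change below -70%; inconclusive = maximum activity change between -70% and -50%; inactive = maximum activity change above -50%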; note: % is set by controls: 0 for no effect and ±100 for the full control effect
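U2OS cells transduced with wild-type KCNH2 virus are loaded with FluxOr dye for 45 min, and thallium flux is measured in kinetic reads before and after stimulation buffer. Rate constants are normalized to DMSO controls.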
B2AR arrestin: agonists driving beta-arrestin recruitment to human beta2-adrenergic receptor; beta-arrestin recruitment to beta2AR, cell-based reporter; 330,000 tested, 0.02% active; AID 492947; Potency, µM (highest dose often 46.1 µM), for inactives: top-dose activation, usual class: activators; P07550;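 note: potency is the fitted concentration of half-maximal effect; 0% = DMSO controls and full agonism = EC100 isoproterenol or metaproterenol; nearly all actives have a fitted effect of over 65% in size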
TRPV1 agonist: agonists of human vanilloid receptor 1 (TRPV1); Q8NER1; TRPV1-expressing cells, Fluo-8 calcium influx, agonist mode; activation, % at 8.33 µM; 320,000 tested, 0.19% active; AID 540275; in the data active = activation above about 80%; inconclusive = between about 30% and that limit; note: 0% is about no effect
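Fluo-8 calcium influx in TRPV1-expressing cells, kinetic read (ex 480/em 520 nm). Compound added and read 3 min for agonist activity, followed by capsaicin at EC20 final and 2 min further read for enhancement.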
CXXC DNA block: inhibitors of human MLL CXXC domain-DNA interaction. Potency, µM (series often up to 115 µM), inactives show at the top dose activity change, negative = inhibition, actives largely listed as inhibitors. AID 2662. 290,000 tested, 0.037% active. MLL-CXXC / FITC-HOXA9 DNA fluorescence polarization; active = well fitted inhibition curve with a large enough effect in the polarisation, with a control signal flat, not every such curve was filed as active; inconclusive = small, poorly fitted or top-dose-only effect, or effect the other way, or a change in a side signal; inactive = no such curve, though single readings can be large or run the other way; the % refers to the polarisation; note: potency is the fitted concentration of half-maximal effect
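Purified MLL-CXXC (added from a 7 uM solution) was preincubated 5 min at ambient with pinned compounds in 50 mM Tris-HCl pH 7.5, 50 mM NaCl, 1 mM DTT, 0.05% BSA. Fluorescein-labeled HOX-A9 DNA (50 nM solution) followed, 30 min, then polarization read.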
FBPA coupling cs: counter-screen for Giardia aldolase inhibitors: coupling enzyme system; coupling enzyme system counterscreen, AmpLite Red fluorescence; activity change, negative = inhibition, % at 58.2 µM, hits read low; 290,000 tested, 0.67% active; AID 2472; in the data active = activity change below about -30%; note: % is set by controls: 0 for no effect and ±100 for the full control effect
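Final compound at 57.5 uM, incubated 10 min at RT with coupling enzyme reagent (glyceraldehyde-3-phosphate), then 20 min with substrate and AmpLite Red detection. Fluorescence read at 525/598 nm; tests interference with the coupling assay, not aldolase inhibition.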
GALK inhibitor: inhibitors of human galactokinase; AID 1868; 270,000 tested, 0.007% active; Potency, µM (series often up to 57.5 µM), for the others: at the top dose activity change, negative = inhibition, most hits filed as inhibitors; Purified GALK, Kinase-Glo residual ATP luminescence; note: potency is the fitted concentration of half-maximal effect; % is set by controls: 0 for no effect and ±100 for the full control effect
Target sequence (P51570 whole entry, looked up): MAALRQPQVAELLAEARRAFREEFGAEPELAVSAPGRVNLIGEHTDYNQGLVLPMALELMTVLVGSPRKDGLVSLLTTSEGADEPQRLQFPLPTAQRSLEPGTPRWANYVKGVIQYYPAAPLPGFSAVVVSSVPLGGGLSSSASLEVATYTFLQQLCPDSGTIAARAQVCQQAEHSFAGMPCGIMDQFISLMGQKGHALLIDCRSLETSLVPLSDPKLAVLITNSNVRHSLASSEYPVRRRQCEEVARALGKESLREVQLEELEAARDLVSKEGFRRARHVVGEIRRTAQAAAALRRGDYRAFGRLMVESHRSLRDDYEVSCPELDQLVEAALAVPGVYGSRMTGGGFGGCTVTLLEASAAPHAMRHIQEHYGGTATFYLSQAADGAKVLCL
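Luminescence from leftover ATP (Ultra-Glo luciferase/luciferin) served as read-out after a 1 h room-temperature reaction of 5 nM GALK with 35 uM ATP and 100 uM galactose.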
Starred values were filed as active, the others as inactive; ? = inconclusive; · = no result given; [ ] = dose if it differs, or a comment. Unless noted, calls come from the whole dose curve; as a rule, active = well fitted curve in the direction sought with a large enough effect; inconclusive = small, poorly fitted or top-dose-only effect, or another doubt; inactive = no such curve, though single readings can be large; an effect the other way counts as inactive or inconclusive. These rows are one share of the data. The share of hits here may be higher or lower than overall.

SMILES	USP2a block	Menin-MLL TR inh	Giardia killer	KCNH2 3.1 inh	PKM2 activator	hERG WT inh	B2AR arrestin	TRPV1 agonist	CXXC DNA block	FBPA coupling cs	GALK inhibitor
Cn1c(SCC(=O)NC2CCCC2)nnc1-c1cccs1	2%	-2%	-10	2	·	2	0.1%	-4	5%	-1	-2%
CCCOc1cccc(C(=O)Nc2ccc(Br)cc2F)c1	2%	-1%	-3	14	0%	19	0.5%	?	12%	2	0%
O=C(Cn1ncc2c1-c1ccccc1OC2)N1CCN(c2ccccn2)CC1	1%	-5%	-2	6	-1%	0	0.2%	1	19%	2	1%
CCOc1ccc(N(CC(=O)NCc2ccc(OC)cc2)C(=O)CCC(=O)Nc2nccs2)cc1	1%	?	-2	-5	·	-11	-0.1%	1	-3%	0	-1%
CC1=NN(c2ccc(Br)cc2)C(=O)/C1=C/c1cccs1	0%	?	19	10	7%	-12	-0.2%	3	-10%	·	-5%
CCOC(=O)N1CCN(C(=O)c2cccc(F)c2)CC1	0%	2%	-25	14	0%	0	-0.2%	2	16%	1	-1%
CCOc1cc(/C=C/C(=O)O)ccc1OCc1ccccc1	3%	-2%	-9	11	-2%	-11	0.0%	3	6%	12	1%
CCOc1cc(/C=C2\SC(N3CCCC(C)C3)=NC2=O)ccc1O (stereo not given)	3%	?	-27	1	·	-3	0.0%	6	-1%	2	-1%
O=C(CN(Cc1ccc(F)cc1)C(=O)C1CSC(=O)C1)NC1CCCCC1 (stereo not given)	0%	-9%	1	-12	0%	-8	-0.7%	0	0%	-1	4%
CC(=O)NC1C(=O)N=C(SC(C)C(=O)Nc2cccc(Cl)c2)NC1=O (stereo not given)	-1%	10%	-23	19	1%	-18	-0.1%	3	?	5	2%
c1ccc2oc(-c3csc(N4CCOCC4)n3)cc2c1	1%	14%	-25	-14	-3%	10	0.4%	24	6%	1	-1%
CN1CCN(S(=O)(=O)c2cccc(C(=O)NC3CCCC3)c2)CC1	1%	·	-11	1	·	-3	-0.5%	1	·	·	·
CCCCCCN(CCCCCC)C(=O)Cc1c(-c2ccc(F)cc2)[nH]c2ccccc12	2%	?	13	12	·	1	-0.9%	?	17%	-2	·
CCOC(=O)N1CCN(C(=O)Nc2ccc(Cl)cc2Cl)CC1	-1%	16%	-15	-4	4%	4	-0.1%	-7	-5%	1	-2%
CCOC(=O)c1ccc(NC(=O)[C@@H](NC(N)=O)C(C)C)cc1	-17%	·	-17	4	-4%	5	-0.4%	-1	-7%	1	0%
CC(C)(C)c1ccc(OC(=O)N2CCOCC2)cc1	2%	·	41[activator]	3	·	-7	0.0%	?	-3%	·	5%
CC(CC(=O)NCc1ccco1)S(=O)(=O)c1ccc2c(c1)CCN2C(=O)C1CC1 (stereo not given)	-1%	·	10	-12	·	-1	-0.4%	2	-6%	·	0%
Cc1cc2oc(C(=O)N(Cc3ccc(N(C)C)cc3)CC3CCCO3)c(C)c2cc1C (stereo not given)	1%	-26%	-6	-6	-5%[0.46 µM]	-9	0.4%	?	15%	3	0%
COc1ccc(S(=O)(=O)NCCC(C)C)cc1C	2%	-1%	-5	3	2%	-4	0.1%	15	5%	6	0%
O=C(COC(=O)c1ccccc1C(=O)c1ccccc1)c1ccco1	3%	-7%	-12	30	-3%	-1	-0.3%	-1	19%	0	-1%
CC(=O)c1cccc(-n2nnnc2SCC(=O)Nc2cc(C)on2)c1	2%	·	-7	-17	·	-10	-0.3%	0	-3%	3	6%
CCOC(=O)N1CCN(CC(=O)Nc2ccccc2C(=O)Nc2ccccc2)CC1	-3%	·	-21	5	·	8	0.0%	9	·	·	·
O=C(COC(=O)c1ccc2ncsc2c1)Nc1ccc(OC(F)(F)F)cc1	-4%	·	-20	6	·	1	?	·	·	·	·
Cc1cccc(CCNC(=O)c2oc3c(C)c(C)ccc3c2C)n1	-2%	-23%	4	-6	0%	-6	-0.1%	-5	-3%	0	1%
CC(NS(=O)(=O)c1ccc(Br)cc1)C(c1cccs1)N1CCN(C)CC1 (stereo not given)	1%	4%	-14	17	-7%	9	-0.3%	3	1%	0	-2%

(next part)
SMILES	USP2a block	Menin-MLL TR inh	Giardia killer	KCNH2 3.1 inh	PKM2 activator	hERG WT inh	B2AR arrestin	TRPV1 agonist	CXXC DNA block	FBPA coupling cs	GALK inhibitor
CCN(CC)C(=O)CSc1nc2ccccc2n1CC(=O)N1CCN(c2ccccc2OC)CC1	-1%	-9%	4	2	-1%	3	0.0%	-1	-4%	-1	-1%
Cc1nn(C)c(C)c1NS(=O)(=O)c1cccc(Br)c1	3%	·	-12	9	·	1	-0.3%	0	·	·	·
CCOC(=O)C1=C(C)NC(C)=C(C(=O)OCC)C1c1cccc(C)n1	10%	·	-23	-10	6%	-2	-0.6%	0	6%	2	1%
O=C(COc1ccc(Cl)cc1Cl)NN1C(=O)C2C3C=CC([C@@H]2C1=O)C31CC1 (stereo not given in full)	6%	·	-12	6	-1%	4	-0.2%	-2	-1%	1	-1%
N#Cc1cc(C#N)c(N2CCN(c3ccccn3)CC2)nc1N	2%	?	-16	7	20%	18	-0.5%	13	-4%	2	-1%
C=Cn1cc[n+](CC(=O)c2ccc(Br)s2)c1	-4%	2%	3	-6	0%	-2	0.4%	1	1%	-3	-1%
COC(=O)Cc1coc2cc(OC)ccc12	0%	·	-24	10	·	-12	0.1%	1	·	·	·
O=C(Cn1c(CO)nc2ccccc21)Nc1cc(C(F)(F)F)ccc1N1CCOCC1	1%	10%	-11	-13	0%	11	-0.4%	0	5%	1	-3%
Cc1cc(NC(=O)CCC(=O)N(c2ccccc2)C(C(=O)NC2CCCC2)c2ccc(F)cc2)no1 (stereo not given)	0%	3%	-17	-1	-2%	2	-0.5%	7	23%	-1	-2%
C[C@H]1CN([C@@H](C)CO)C(=O)c2cccc(NC(=O)c3ccncc3)c2O[C@H]1CN(C)C(=O)Nc1ccccc1	0%	·	-8	11	·	1	0.0%	·	·	·	·
Cn1c(=O)c2c(nc(NCc3ccco3)n2Cc2ccccc2Cl)n(C)c1=O	0%	-17%	29	-4	-1%	-20	0.2%	-2	30%[activator]	-1	-1%
Cc1sc2ncnc(NCC(c3ccccc3)N(C)C)c2c1C (stereo not given)	-4%	-15%	7	9	-9%	7	-0.1%	15	4%	1	-3%
Cc1ccc2nc(SCCCCOc3ccccc3)[nH]c2c1	0%	23%	27	-6	-3%	11	-1.0%	19	1%	-5	-5%
COc1ccccc1CCNC(=O)c1nccnc1C(=O)O	1%	4%	10	-3	·	-13	0.1%	-4	3%	-1	0%
CCc1ccc(NC(=O)N2CCN(C(=O)C3CCCO3)CC2)cc1 (stereo not given)	1%	·	11	-8	-5%	7	0.2%	3	10%	·	0%
C[C@H](CO)N1C[C@H](C)[C@@H](CN(C)S(=O)(=O)c2ccccc2)Oc2ccc(NC(=O)C3CC3)cc2C1=O	0%	·	11	1	·	-2	-0.3%	·	·	·	·
c1cncc(C(c2nnnn2C2CCCC2)N2CCN(Cc3ccc4c(c3)OCO4)CC2)c1 (stereo not given)	-2%	-10%	6	0	0%	-2	-0.2%	1	-4%	-1	-2%
CC(C)c1cccc(C(C)C)c1NC(=O)CN1C(=O)NC2(CCCCCCC2)C1=O	3%	·	-16	26	·	1	-0.2%	4	·	·	·
COCCOC(=O)C1=C(C)NC(=O)NC1c1cccc(F)c1 (stereo not given)	-2%	-11%	31[activator]	11	0%[11.5 µM]	-4	0.4%	2	-9%	0	9%
COc1ccc(NC(=O)C2CCN(S(=O)(=O)c3cccc4nonc34)CC2)c(OC)c1	0%	?	-12	3	11%	0	-0.2%	1	-2%	1	7%
Cc1nonc1C(=O)N/N=C/c1ccc(O)cc1	-1%	-10%	12	1	-39%	5	-0.6%	2	6%	-1	5%
Cc1ccc(C(=O)O)cc1NC(=S)NC(=O)c1ccc([N+](=O)[O-])c(C)c1	2%	1%	-6	7	-1%	7	-0.4%	0	-7%	8	2%
CCOC(=O)Cc1[nH]nc2c1C(c1cc(OC)ccc1OC)C(C#N)=C(N)O2 (stereo not given)	1%	-11%	-6	6	0%	6	0.1%	-4	1%	0	2%
COC(=O)C(C(=O)OC)C(C[N+](=O)[O-])c1ccc(O)c(OC)c1 (stereo not given)	0%	-4%	21	-12	-16%	3	-1.0%	1	6%	-1	0%
COc1ccc(Cn2c(SCC#N)nc3ccc(N4CCOCC4)cc3c2=O)cc1	0%	?	-13	16	12%	6	-0.3%	20	13%	-28	-1%
